# Source: PubChem BioAssay
# BLM helicase inh: qHTS Assay for Inhibitors of Bloom's syndrome helicase (BLM) | recombinant BLM DNA unwinding, fluorescence dequenching | Potency, µM (doses to about 56.1 µM), for the others: top-dose activity change, negative = inhibition, usual class: inhibitors | 350,000 tested, 0.2% active | AID 2528, 2010;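 note: potency is the fitted concentration of half-maximal effect; plate controls were vehicle for no effect and no enzyme for full effect; nearly all actives have a fitted effect of over 35% in size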
# POLB inh: qHTS Assay for Inhibitors of DNA Polymerase Beta; P06746; Pol beta primer extension/strand displacement, fluorescence kinetic; Potency, µM (highest dose often 114 µM), without a hit: at the top dose activity change, negative = inhibition, usual class: inhibitors; 340,000 tested, 1.3% active; note: potency is the fitted concentration of half-maximal effect; % is set by controls: 0 for no effect and ±100 for the full control effect
#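 Values derive from four-parameter Hill fits of normalized kinetic data: reads at 0 and 10 min following addition of 50 nM substrate to 10 nM Pol beta preincubated 15 min with compound.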
# Pol kappa inh: qHTS for Inhibitors of Polymerase Kappa | DNA polymerase kappa (Homo sapiens), Q9UBT6 | purified Pol kappa, fluorescent DNA synthesis assay, 10 min | Potency, µM (series often up to 107 µM), for the others: at the highest dose activity, negative = inhibition, most hits filed as inhibitors | 400,000 tested, 0.53% active | AID 588579, 2011; note: potency is the fitted concentration of half-maximal effect; % is set by controls: 0 for no effect and ±100 for the full control effect
#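 First, compounds were pin-transferred onto 10 nM Pol kappa. After 15 min at room temperature, substrate was added to 50 nM final. Fluorescence was then measured kinetically at 0 and 10 min.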
# TRHR ag: qHTS for Small Molecule Agonists and Allosteric Enhancers of Human TRH Receptor: Primary Screen for Agonists; activation, % at 2 µM; 360,000 tested, 0.18% active; TRHR cells, calcium flux fluo-8, FDSS agonist mode; in the data active = activation above about 30%; note: 0% is about no effect
#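 Fluo-8-loaded TRHR cells; 10 s baseline, compound added, kinetic Ca2+ fluorescence read 1/s, agonist mode.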
# APE1 inh: qHTS Assay for Inhibitors of the Human Apurinic/apyrimidinic Endonuclease 1 (APE1). Potency, µM (series often up to 65.8 µM), inactives show at the top dose activity change, negative = inhibition, actives largely listed as inhibitors. DNA repair nuclease/redox regulator APEX1 (Homo sapiens), P27695. 350,000 tested, 0.35% active. recombinant APE1, TAMRA/BHQ-2 abasic DNA cleavage fluorescence;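 note: potency is the fitted concentration of half-maximal effect; plate controls were vehicle for no effect and reference inhibitor for full effect; nearly all actives have a fitted effect of over 55% in size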
# Target sequence (P27695 whole entry, looked up): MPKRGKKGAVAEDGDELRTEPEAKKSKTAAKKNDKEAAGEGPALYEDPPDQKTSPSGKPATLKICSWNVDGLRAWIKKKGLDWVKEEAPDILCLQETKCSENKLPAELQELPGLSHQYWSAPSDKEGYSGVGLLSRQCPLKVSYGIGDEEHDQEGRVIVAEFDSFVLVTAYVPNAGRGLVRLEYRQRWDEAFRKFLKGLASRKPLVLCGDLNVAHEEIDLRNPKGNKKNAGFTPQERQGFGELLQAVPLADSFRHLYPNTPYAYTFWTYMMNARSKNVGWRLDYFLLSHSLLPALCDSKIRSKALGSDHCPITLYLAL
#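 Activity was derived from the fluorescence gain between first and third kinetic reads (60 s intervals, ex 525/em 598 nm) after 50 nM THF-abasic TAMRA/BHQ-2 duplex was added to 0.75 nM APE1 preincubated 15 min with compound.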
# Pol iota inh: qHTS for Inhibitors of Polymerase Iota; Pol iota fluorescent replication assay, 10 min; DNA polymerase iota (Homo sapiens), Q9UNA4; AID 588590, 2011; Potency, µM (doses to about 115 µM), for inactives: at the top dose activity, negative = inhibition, usual class: inhibitors; 390,000 tested, 1% active; note: potency is the fitted concentration of half-maximal effect
#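 Fluorescent replication assay read twice, at 0 min and 10 min after adding 50 nM (final) substrate. Enzyme (10 nM) and compounds were first incubated 15 min at room temperature; enzyme-free buffer wells were negative controls.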
# Apoferritin bind: qHTS Assay for Identification of Novel General Anesthetics; Ferritin light chain (Equus caballus), P02791; apoferritin/1-aminoanthracene competitive binding, fluorescence; Potency, µM (top dose mostly 77.5 µM), without a hit: at the top dose activity change, negative = displacement, actives largely listed as inhibitors; 350,000 tested, 0.074% active; AID 485281, 2010; note: potency is the fitted concentration of half-maximal effect; % is set by controls: 0 for no effect and ±100 for the full control effect; nearly all actives have a fitted effect of over 20% in size
#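 Steps: apoferritin (10 uM) was premixed with half-saturated 1-AMA in PBS, compounds were pin-transferred, plates stood 10 min at room temperature, fluorescence was read at 380/535 nm, and curves were fitted with a Hill equation.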
# ERG Ets-DNA blk: qHTS for Small Molecule Inhibitors of the ERG Ets/DNA interaction; 370,000 tested, 0.028% active; Transcriptional regulator ERG (Homo sapiens), P11308; Potency, µM (highest dose often 76.9 µM), without a hit: at the highest dose FP activity, negative = inhibition, actives largely listed as inhibitors; fluorescence polarization, His-ERG Ets domain / labelled DNA; active = well fitted inhibition curve with a large enough effect in the polarisation, with a control signal flat; inconclusive = small, poorly fitted or top-dose-only effect, or effect the other way, or a change in a side signal; inactive = no such curve, though single readings can be large or run the other way; the % refers to the polarisation;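 note: polarization taken with two DNA probes labelled with fluorescein and Texas red; potency is the fitted concentration of half-maximal effect; % of control where 0% means no effect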
#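 His-tagged ERG Ets domain (1 uM in the protein solution; 300mM KCl, 50mM Tris-HCl, 1mM EDTA, 1mM DTT, pH 7.5) received compound, then a probe mix of 5 nM fluorescein-DNA and 100nM Texas-615-DNA. Fluorescence polarization was read for both dyes.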
# ALOX12 inh: Primary qHTS assay for inhibitors of human arachidonate 12S-lipoxygenase (ALOX12): Round 2 | 580,000 tested, 1.1% active | purified 12hLO, xylenol orange hydroperoxide absorbance | Potency, µM (top dose mostly 108 µM), for inactives: top-dose activity change, negative = inhibition, actives largely listed as inhibitors; note: potency is the fitted concentration of half-maximal effect; % is set by controls: 0 for no effect and ±100 for the full control effect
# Target sequence (P18054 whole entry, looked up): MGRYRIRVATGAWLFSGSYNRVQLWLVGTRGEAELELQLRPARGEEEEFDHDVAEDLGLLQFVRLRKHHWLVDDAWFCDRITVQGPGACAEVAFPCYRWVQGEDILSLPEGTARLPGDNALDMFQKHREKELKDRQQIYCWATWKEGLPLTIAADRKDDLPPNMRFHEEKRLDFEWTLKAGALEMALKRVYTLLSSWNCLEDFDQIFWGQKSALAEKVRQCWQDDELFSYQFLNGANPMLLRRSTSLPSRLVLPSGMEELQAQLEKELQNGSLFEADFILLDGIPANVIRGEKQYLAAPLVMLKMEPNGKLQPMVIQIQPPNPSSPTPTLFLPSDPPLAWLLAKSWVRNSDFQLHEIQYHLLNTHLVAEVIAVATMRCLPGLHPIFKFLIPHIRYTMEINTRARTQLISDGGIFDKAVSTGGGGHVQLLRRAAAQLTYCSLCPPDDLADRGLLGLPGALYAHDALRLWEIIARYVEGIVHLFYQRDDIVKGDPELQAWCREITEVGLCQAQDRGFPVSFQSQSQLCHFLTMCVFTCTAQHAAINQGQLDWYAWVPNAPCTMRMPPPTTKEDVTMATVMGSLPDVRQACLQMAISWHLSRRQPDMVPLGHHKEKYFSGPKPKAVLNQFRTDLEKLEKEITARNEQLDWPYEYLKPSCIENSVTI
#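 Hydroperoxide product was detected by ferrous iron/xylenol orange as the 573 to 405 nm absorbance ratio. Arachidonic acid at 40 uM (final) was turned over for 30 min at room temperature by 150 nM human 12hLO, pH 7.0 Hepes buffer, after 15 min compound preincubation.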
# Starred values were filed as active, the others as inactive; ? = inconclusive; / = no result given; & = joins results of further samples; [ ] = remark or other dose. Unless noted, calls come from the whole dose curve; as a rule, active = well fitted curve in the direction sought with a large enough effect; inconclusive = small, poorly fitted or top-dose-only effect, or another doubt; inactive = no such curve, though single readings can be large; an effect the other way counts as inactive or inconclusive. A portion of the library (hit frequency here may not be typical).
SMILES,BLM helicase inh,POLB inh,Pol kappa inh,TRHR ag,APE1 inh,Pol iota inh,Apoferritin bind,ERG Ets-DNA blk,ALOX12 inh
COc1ccc(-n2c(SCC(=O)NCc3ccco3)nc3c([nH]c4ccccc43)c2=O)cc1,-0.1%&-4.7%,8.1%&13.4%,-5.7%[60.1 µM],-0.6&-0.7,-4.3%,-4.8%&9.9%,-6.5%&26.6%,3.8%&-4.8%,-11.6%&-16.3%
Cc1cc(NC(=O)c2cc3cccc([N+](=O)[O-])c3[nH]2)ccc1F,-17.3%,2.1%,-31.5%,-0.5,5.6%,?,-9.7%,1.5%,?
N#Cc1cccc(NC(=O)Cn2cnc(S(=O)(=O)N3CCCC3)c2)c1,-11.6%,3.4%,-5.0%,0.2,-1.0%,4.7%,12.5%,-8.2%,13.4%
CSc1ncccc1C(=O)Nc1nc(C(C)(C)C)cs1,-8.9%,4.9%,1.9%,-0.3,16.0%,43.7%[activator],1.0%,3.9%,3.4%
COc1ccc(CN2CCN(C(=O)CC(C)C)CC2)cc1Br,-10.0%,3.9%,-11.7%,0.0,3.2%,-4.9%,-4.8%,14.1%,?
COc1ccc(S(=O)(=O)N2CC(O)C[C@H]2C(=O)OCC(=O)N2CCCCCC2)cc1 (some centres not stated),-0.1%,-4.0%,-5.7%,2.0,-0.5%,10.7%,-8.7%,8.7%,0.0%
Cn1c(CCN2CCCCC2)nc2cc(NC(=O)COc3ccccc3)ccc21,-5.3%,21.3%,8.9%,0.3,13.8%,16.6%,0.2%,2.7%,/
Cc1ccc(NC(=O)COC(=O)Cc2c[nH]c3ccccc23)cc1C,/,/,-9.7%,-0.2,-2.8%,10.3%,/,4.8%,-5.4%
COc1ccc(NS(=O)(=O)c2cc(NC(=O)CCNC(=O)c3ccco3)ccc2OC)cc1,/,/,-7.6%,0.2,-10.0%,52.8%[activator],/,5.1%,3.9%
Cc1ccc(S(=O)(=O)N2CCOCC2)cc1NC(=O)COC(=O)c1n[nH]c(=O)c2ccccc12,-0.3%,0.1%,-6.9%,-1.2,-3.3%,167.1%[activator],-21.0%,-4.3%,0.3%
CNS(=O)(=O)c1cccc(C(=O)OCC(=O)Nc2ccc(N3CCCCC3)cc2)c1,1.4%,-5.7%,-7.7%,-0.3,15.6%,21.8%,?,8.9%,0.1%
CCOC(=O)c1cnn(-c2cc(Oc3ccccc3C)ncn2)c1N,0.0%,-1.6%,5.1%,0.3,2.0%,8.4%,-1.6%,1.2%,-0.3%
O=C(NCc1ccco1)c1ccc2c(c1)N(Cc1ccccc1)C(=O)c1ccccc1S2(=O)=O,-8.2%,18.9%,-2.6%,0.3,/,34.8%[activator],-9.0%,2.7%,0.0%
CCN(CC(=O)Nc1cc(Cl)ccc1Cl)C(=O)c1ccc(-n2cccn2)cc1,/,/,6.6%,-0.3,28.9%,16.4%,/,-3.9%,80.6%[activator]
CCOC(=O)C(C)Sc1nc2c(c(=O)[nH]c(=O)n2C)n1Cc1ccc(Cl)cc1 (configuration not stated),-2.4%,-9.4%,-0.5%,-1.5,0.8%,15.2%,-23.8%,4.4%,?
C=CCn1c(N/N=C/c2ccc(O)cc2)nc2ccccc2c1=O,-12.1%,-0.4%,-4.0%[60.1 µM],-0.8,1.9%,21.6%,-19.0%,5.3%,-6.8%
Cc1cccc(C(=O)OCC(=O)Nc2nnc(-c3ccccc3)o2)c1O,/,/,-1.8%,1.4,10.9%,23.1%,/,-2.9%,-1.4%
COc1ccccc1N1CCN(CC(O)c2ccccc2)CC1 (configuration not stated),0.2%,51.6%,1.5%,1.9,-11.4%,57.2%[activator],-2.3%,-6.0%,-3.6%
CCCNC(=O)C1CC(c2cccc(F)c2)=NO1 (configuration not stated),-0.7%,-0.2%,-13.0%,-0.4,-0.3%,6.8%,7.0%,-1.1%,24.0%
COc1cc(OC)c(C(=O)OCC(=O)NCCc2ccccc2)cc1OC,-5.2%,-4.7%,2.2%,-0.1,0.4%,24.7%,-8.2%,-2.0%,-2.4%
N#CCCn1c(SCC(=O)NCCc2ccc(F)cc2)nc2ccccc21,-5.5%,10.2%,-16.0%,-0.6,-4.7%,15.4%,-15.5%,7.0%,-23.3%
OC(COc1ccc2ccccc2c1Br)Cn1cnc(-c2ccccc2)c1 (configuration not stated),-5.8%,-3.5%,-9.6%,1.5,3.5%,21.0%,0.8%,0.4%,-7.5%
CSC1=N/C(=C\c2ccc3c(c2)OCO3)C(=O)S1,-0.2%,5.7%,-3.7%,-0.2,1.1%,6.0%,-8.5%,-1.7%,?
COc1cc(C(=O)NCC(=O)NCC(c2ccco2)N2CCCCC2)cc(OC)c1OC (configuration not stated),/,/,-4.0%,0.2,5.3%,-1.7%,/,3.8%,10.5%
COc1ccc(C2CC(c3ccccc3)=NN2c2ccc(C(N)=O)cc2)cc1 (configuration not stated),-12.0%,?,-4.3%,-0.4,-6.9%,15.8%,/,13.0%,?
CCOC(=O)c1ccc(NC(=S)NCc2ccco2)cc1,-11.0%,-0.9%,-11.4%,0.9,-5.0%,-12.8%,-14.4%,-2.1%,?
CCC(Sc1nnc2c(n1)[nH]c1ccccc12)C(=O)Nc1ccccc1OC (configuration not stated),-11.1%,?,2.4%,-1.4,/,?,15.2%,-3.2%,-0.9%
OCC(O)CN(c1ccccc1)c1ccccc1 (configuration not stated),-1.7%,-21.8%,-21.0%,0.2,0.3%,146.3%[activator],-5.7%,-6.4%,19.5%
CC(=O)C1=C(C)OC2(O)c3ccccc3C(=O)C12O (configuration not stated),-26.6%,8.5%,-9.8%,-0.7,?,1µM*,-3.5%,-0.6%,?
COc1ccc(N2CCN(C(=O)CSc3n[nH]c(-c4ccccc4Cl)n3)CC2)cc1,-6.1%,?,-9.5%[60.1 µM],-0.2,/,-22.9%,6.0%,4.7%,-15.3%

# Record cards, as listed above:
# CCN(CC(=O)Nc1cc(Cl)ccc1Cl)C(=O)c1ccc(-n2cccn2)cc1 as listed: BLM helicase inh = /; POLB inh = /; Pol kappa inh = 6.6%; TRHR ag = -0.3; APE1 inh = 28.9%; Pol iota inh = 16.4%; Apoferritin bind = /; ERG Ets-DNA blk = -3.9%; ALOX12 inh = 80.6%[activator]
# COc1ccc(NS(=O)(=O)c2cc(NC(=O)CCNC(=O)c3ccco3)ccc2OC)cc1 as listed: BLM helicase inh = /; POLB inh = /; Pol kappa inh = -7.6%; TRHR ag = 0.2; APE1 inh = -10.0%; Pol iota inh = 52.8%[activator]; Apoferritin bind = /; ERG Ets-DNA blk = 5.1%; ALOX12 inh = 3.9%

# Single entries from the results shown:
# Reading of `CCC(Sc1nnc2c(n1)[nH]c1ccccc12)C(=O)Nc1ccccc1OC` (configuration not stated) in ERG Ets-DNA blk: -3.2%
# Reading of `OCC(O)CN(c1ccccc1)c1ccccc1` (configuration not stated) in BLM helicase inh: -1.7%
# Reading of `CC(=O)C1=C(C)OC2(O)c3ccccc3C(=O)C12O` (configuration not stated) in Pol iota inh: 1µM*
# Reading of `COc1cc(C(=O)NCC(=O)NCC(c2ccco2)N2CCCCC2)cc(OC)c1OC` (configuration not stated) in APE1 inh: 5.3%

# Remaining list, next part.
SMILES,BLM helicase inh,POLB inh,Pol kappa inh,TRHR ag,APE1 inh,Pol iota inh,Apoferritin bind,ERG Ets-DNA blk,ALOX12 inh
CCC(=O)Nc1ccc2c(c1)nc1n2CCSC1,-3.4%,15.0%,-21.8%,0.5,-0.9%,2.6%,-2.9%,-1.4%,-6.9%&35.4%
COc1ccccc1NC(=O)CSc1nnc(-c2ccncc2)n1CC1CCCO1 (configuration not stated),0.8%,-1.8%,1.9%,0.1,15.1%,19.1%,-0.6%,7.3%,0.0%
O=C(/C=C\c1cccs1)N1CCN(Cc2ccc3c(c2)OCO3)CC1,-0.7%,-13.7%,-3.8%,-0.4,5.1%,-4.3%,-11.1%,7.1%,-22.6%
NC(=S)N1CCCc2ccccc21,0.3%,-6.1%,-7.2%,-1.3,?,30.6%,-2.9%,8.3%,?
COc1ccc(NC(=O)Nc2ccc([N+](=O)[O-])cc2)cn1,-19.3%,28.2µM*,-39.7%,4.3,-68.2%,?,-3.3%,24.7%,-21.8%
COc1ccc(C2=NN(c3nc4ccccc4s3)C(=O)/C2=C\N(C)C)cc1,-6.2%,-16.9%,-1.4%,0.0,-1.5%,36.3%[activator],-11.3%,10.1%,22.4µM*
CCN(CC)S(=O)(=O)c1cc(C(=O)OCC(=O)NC(=O)c2cccn2C)ccc1C,-3.9%,37.5%,-23.7%,0.5,-4.0%,31.7%[activator],-12.1%,-3.5%,-19.9%
Cc1ccc(NC(=O)Nc2nc3c(s2)CCCCCC3)cc1C,-1.5%,?,-3.2%[60.1 µM],0.4,/,-4.7%,1.9%,3.0%,-19.7%
CN(/C=C/c1c([N+](=O)[O-])c(=O)n(C)c(=O)n1C)c1ccccc1,-7.3%,-0.5%,-13.2%,0.0,7.3%,188.9%[activator],-7.6%,6.4%,3.7%
COc1ccc(C(=O)NCCCNC(=O)c2cnccn2)cc1,-2.9%,20.5%,-0.8%,0.2,20.8%,29.0%,-9.1%,-5.1%,-14.0%
Cc1cccc(N(C)C(=O)Cn2c(=O)oc3cc(S(=O)(=O)N4CCCCC4)ccc32)c1,-1.9%,-3.1%,-5.8%,-0.4,/,-2.9%,3.2%,-5.3%,-18.7%
CCOc1cccc2sc(N(CCCN(C)C)C(=O)c3ccc(S(=O)(=O)N4CCCCCC4)cc3)nc12,-8.0%,-1.4%,-12.8%,1.3,29.6%,18.1%,?,-0.3%,?
